High-throughput results (PubChem BioAssay)
CHO-K1 Ca PAM: M1 PAM counterscreen hit in parental CHO-K1 cells | actives 0.02% (n = 360,000) | activation, % at 3 µM | ATP EC20, Fluo-8 calcium fluorescence; 0% at ATP EC20, 100% at ATP max;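 active = activation above the run cutoff, the mean activation of all test compounds plus 3 SD, cut at about 40% in these data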;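 note: peak over basal fluorescence ratio in a 140 s read after ATP addition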
CHO-K1 Ca ag: M1 agonist counterscreen hit in parental CHO-K1 cells | Fluo-8 calcium fluorescence; scaled to maximal ATP response, vehicle zero | activation, % at 3 µM | actives 0.48% (n = 360,000) | AID 602248; in the data active = activation above about 15%;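 note: untransfected CHO-K1 host cells lacking M1 receptor as counterscreen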
TAAR1 antag: antagonists of human TAAR1; inhibition, % at 3 µM; CHO RD-HGA16 TAAR1, Fluo-8 calcium fluorescence, antagonist; actives 1.5% (n = 360,000); AID 624466; Q96RJ0;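 active = inhibition above a per-plate cutoff, the mean inhibition of test compounds on that plate plus 3 SD, cut at about 49% in these data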;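 note: 0% = DMSO plus EC80 beta-PEA response and 100% = DMSO alone without agonist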
Target sequence (Q96RJ0 whole entry, looked up): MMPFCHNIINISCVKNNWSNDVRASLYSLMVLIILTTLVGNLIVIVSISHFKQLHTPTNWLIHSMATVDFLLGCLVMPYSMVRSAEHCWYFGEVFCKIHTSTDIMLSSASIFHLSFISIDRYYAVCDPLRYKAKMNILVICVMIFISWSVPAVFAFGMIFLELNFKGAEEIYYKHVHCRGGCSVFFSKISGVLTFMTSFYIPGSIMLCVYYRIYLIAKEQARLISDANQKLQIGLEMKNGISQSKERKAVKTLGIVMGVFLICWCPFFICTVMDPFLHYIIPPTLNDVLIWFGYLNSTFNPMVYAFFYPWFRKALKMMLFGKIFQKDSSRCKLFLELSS
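Material: CHO RD-HGA16 cells bearing hTAAR1; compound dosing: one-point dosing, 3 µM nominal final; schedule: dye loading 75 min at 37 °C, then 30 min room temperature; measured by: calcium fluorescence with Fluo-8; control set: vehicle and agonist controls; replication: n of 1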
CHO-K1 Ca antag: M1 antagonist counterscreen hit in parental CHO-K1 cells; ATP-induced calcium, Fluo-8 fluorescence; inhibition, % at 3 µM; actives 0.6% (n = 360,000);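 active = inhibition above a per-plate cutoff, the plate's mean sample inhibition plus 3 SD, cut at about 24% in these data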;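 note: 0% = DMSO plus EC80 ATP and 100% = DMSO alone without ATP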
TAAR1 agonist: human TAAR1 agonism; Q96RJ0; CHO RD-HGA16 TAAR1, Fluo-8 calcium fluorescence; vehicle wells 0%, saturating PEA agonist 100%; activation, % at 3 µM; actives 0.99% (n = 360,000); AID 624467;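 active = activation above the mean activation of all test compounds in the run plus 3 SD, cut at about 38% in these data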
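System: CHO-derived RD-HGA16 cells with stable Gα16 and human TAAR1. Times: 17-24 h plating, Fluo-8 75 min 37 °C, 30 min RT. Measured by: calcium-sensitive Fluo-8 signal, excitation 470-495, emission 515-575 nm. Read-out basis: % activation relative to PEA EC100 response. Control set: DMSO and PEA EC100. Repeats: no replicates (n 1).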
M1 antag: antagonists of human M1 muscarinic receptor. P11229. CHO-K1 hM1, Fluo-8 calcium fluorescence, ACh EC80 antagonist. inhibition, % at 3 µM. actives 1.3% (n = 360,000). AID 588852;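 active = percent inhibition above its own plate's cutoff, namely the mean of that plate's compound wells plus 3 SD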;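 note: peak over basal fluorescence ratio during 140 s after agonist addition; 0% = ACh EC80 plus DMSO and 100% = DMSO alone without agonist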
CHO parental Ca: signal in parental CHO cells, OX1R antagonist counter-screen; actives 0.63% (n = 330,000); inhibition, % at 5.6 µM; parental CHO-K1, ATP-induced calcium, Fluo-8 fluorescence;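 active = inhibition above that plate's mean sample inhibition plus 3 SD, cut at about 26% in these data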;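 note: 0% = ATP-challenged DMSO wells and 100% = DMSO wells without ATP; some compounds past the cut are filed as inactive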
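material = parental CHO cells | also added = ATP as calcium-mobilizing challenge | dosing = single point at 5.6 µM | detection = intracellular calcium via Fluo-8 no-wash fluorescent dye | read-out = % inhibition | benchmarks = low control ATP plus DMSO, high control DMSO only | repeats = one well per compound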
M1 ag: human M1 muscarinic receptor agonism | activation, % at 3 µM | actives 0.33% (n = 360,000) | P11229 | AID 588814 | CHO-K1 hM1, Fluo-8 calcium fluorescence, agonist mode; 0% DMSO, 100% acetylcholine EC100;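 active = activation above the run's mean compound activation plus 3 SD, cut at about 16% in these data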;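 note: peak over basal fluorescence ratio within a 140 s kinetic read after compound addition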
OXTR potentiator: potentiates the human oxytocin receptor response; P30559; CHO-OTR cells, Fluo-8 calcium fluorescence, potentiator mode; 0% = oxytocin EC15, 100% = EC100; activation, % at 3 µM; actives 0.061% (n = 320,000); AID 2445;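 active = activation above that plate's cutoff, the mean activation of tested compounds plus 3 SD, cut at about 6.6% in these data, passing the limit was not always enough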;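 note: 100% uses oxytocin at 75 nM as the full agonist control; some results filed as inactive read as strong as hits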
Target sequence (P30559 whole entry, looked up): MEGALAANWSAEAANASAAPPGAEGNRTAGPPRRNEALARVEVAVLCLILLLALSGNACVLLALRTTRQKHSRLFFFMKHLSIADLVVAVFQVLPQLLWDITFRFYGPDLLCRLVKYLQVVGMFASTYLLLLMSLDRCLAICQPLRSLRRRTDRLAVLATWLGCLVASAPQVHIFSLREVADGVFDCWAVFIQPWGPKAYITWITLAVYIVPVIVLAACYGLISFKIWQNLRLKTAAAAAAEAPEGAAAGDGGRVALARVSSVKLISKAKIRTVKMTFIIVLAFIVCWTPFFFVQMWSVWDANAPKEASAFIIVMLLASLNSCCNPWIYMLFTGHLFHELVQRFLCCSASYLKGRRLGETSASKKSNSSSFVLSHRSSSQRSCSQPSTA
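System: human OTR in CHO cells; Also added: sub-maximal oxytocin, roughly EC15; Timing: compound 6 min at room temperature before oxytocin, 100 s read; Technique: Fluo-8 intracellular calcium fluorescence, ex 470-495, em 515-575 nm; Controls: oxytocin EC15 low and EC100 high; Replication: singlicate.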
The depositor's hits bear a star; / = not tested or not shown.

molecule	CHO-K1 Ca PAM	CHO-K1 Ca ag	TAAR1 antag	CHO-K1 Ca antag	TAAR1 agonist	M1 antag	CHO parental Ca	M1 ag	OXTR potentiator
Cc1nc(-c2ccc(F)cc2)c(CC(=O)N(C)CC(=O)Nc2ccccc2C(F)(F)F)s1	9	0.3	-3	-12	-2	-17	-14	0	3
CCOC(=O)C1=C(O)CCn2c1nc1ccccc12	19	-0.5	/	-14	/	-5	-2	1	-1
Cc1ccc(S(=O)(=O)NNC(=O)Cc2cccn2C)cc1	11	-0.1	0	-10	11	4	-12	-4	0
Nc1nonc1-n1nnc(C(=O)N/N=C/c2ccc(OCc3ccccc3)cc2)c1CN1CCCCC1	2	0.5	-19	-8	3	-4	-19	-4	-2
CCN(CC)CCCn1c2c(c(SCC(=O)Nc3nc4ccccc4s3)nc1=O)CCC2	-13	-0.4	7	1	1	-14	-21	-8	0
CS(=O)(=O)c1ccc(Cl)c(NC(=O)C2CCN(S(=O)(=O)c3cccs3)CC2)c1	2	2.3	-2	-6	8	-6	-18	-4	-8
Cc1ccc(SCC(=O)NC(C)(C)C)cc1	-4	0.2	7	-11	1	-10	-10	-1	-7
O=C(COC(=O)COc1ccc(Br)cc1)Nc1cccnc1Cl	8	1.2	-2	9	1	-7	-7	-3	-8
CCC(C)(C)c1nnc(NC(=O)c2cccc([N+](=O)[O-])c2)s1	20	1.9	2	-17	1	-7	-2	-4	-2
COc1cc(OC)nc(NC(=O)COC(=O)c2cccc(Cl)c2)n1	-1	-0.3	23	-6	13	-5	-7	2	-8
O=C(CSc1nnc(-c2ccccc2)o1)NC1CCCCC1	-1	-0.1	-3	-1	16	1	-2	-2	-7
C/C(Cc1ccccc1)=N\NC(=O)CNC(=O)c1ccccc1O	12	0.8	-14	-8	2	-30	-7	0	2
O=C(C1CCCCC1)N1CCN=C1SCc1cccc([N+](=O)[O-])c1	17	-0.4	13	-6	-1	-9	-8	-5	1
O=c1oc2cc(Oc3ccc(C(F)(F)F)cc3[N+](=O)[O-])ccc2c2c1CCCC2	-4	0.2	-6	-3	7	0	-14	0	8
Cc1cc(OC(=O)c2ccccc2)c([N+](=O)[O-])c(=O)[nH]1	-9	0.1	-4	-3	0	-4	/	-6	/
O=C(CSc1nnc(NC(=O)c2ccccc2[N+](=O)[O-])s1)NCC1CCCO1 (stereo not given)	9	0.5	-21	-10	9	-9	-3	-3	-14
O=C(CNS(=O)(=O)c1ccccc1)Nc1ccc2c(c1)OCO2	16	0.4	3	2	1	9	-12	-4	-1
CN(C)CCCNc1nc2sc3c(c2c(=O)n1CCc1ccccc1)CCCCC3	11	11	4	1	21	21	11	2	-2
CCOc1cc2[nH]c(=O)n(CCCC(=O)N(C)Cc3ccccc3)c(=O)c2cc1OCC	16	0.4	-8	-12	0	-9	-7	-7	-8
CCO[C@H]1OC(C(=O)Nc2ccccc2)=C[C@@H](c2coc3ccccc3c2=O)[C@@H]1CCCO	7	2.8	22	-16	13	-1	-9	-2	-7
COc1ccc(C2CC(O)(c3ccccc3)Oc3c(C)ccc(C)c32)cc1 (stereo not given)	34	-0.7	-5	-13	10	-11	-11	-4	-2
Cc1c(CCO)c(=O)[nH]n1S(=O)(=O)c1cccc(C(F)(F)F)c1	2	1.1	-18	-3	4	5	1	2	-6
COc1ccc(C(=O)OCC(=O)c2ccc(CNC(C)=O)s2)cc1	13	1.6	-14	-11	-1	-7	-12	-4	-3
CC(C)c1ccc(NC(=O)CSc2n[nH]c(=O)n2C2CC2)cc1	15	2.4	8	-7	-1	-10	5	-5	-2
Cc1cc(=O)oc2cc(OCC(=O)OCC(=O)Nc3ccc4ccccc4c3)ccc12	10	5.9	0	-8	10	-4	-2	-3	-3
CCC(=O)CN(Cc1cc(OC)ccc1OC)S(=O)(=O)c1ccccc1Br	16	0.7	-28	-7	3	-6	-22	-6	/
COc1ccc(-c2ccc3c(c2)[C@@H]2C[C@H](N(C)S(=O)(=O)c4ccccc4)[C@H]([C@H](C)O)C(=O)N2CC3)cc1	8	1.0	6	1	1	-13	/	0	/
COCCNC(=O)c1onc(CS(=O)(=O)c2cc(C)cc(C)c2)c1C(=O)NCCOC	-3	0.0	11	-9	1	-8	-10	-1	2
COc1cccc(OC)c1C(=O)OCC(=O)Nc1ccc(OC(F)(F)F)cc1	12	1.0	-17	2	0	13	-20	-4	-2
COCCCNC(=S)Nc1cccc(S(=O)(=O)NC2=NCCC2)c1	19	5.5	-3	-15	3	-6	1	-4	6
Cc1ccc2nc(SCC(=O)NNC(=O)c3ccccc3)[nH]c2c1	8	0.1	-1	-7	4	-8	-7	-9	-5
NC(=O)[C@H](Cc1cc2ccccc2s1)NC(=O)[C@@H]1CC2(CC(c3cccc(NC(=O)[C@@H]4CCC(=O)N4)c3)=NO2)CN1C(=O)/C=C/Sc1ccccc1 (stereo not given in full)	9	3.2	-10	2	9	2	1	-11	-15
COc1ccc(/C=N\NC(=O)c2ccccc2)cc1COc1ccccc1	12	5.0	32	-15	5	-5	-10	-2	-7
O=C1N[C@H](Cc2ccccc2)COC(=O)[C@H](Cc2ccc(F)cc2)CC/C=C/C[C@@H]1CC(=O)N(CCO)Cc1ccccc1	-11	4.3	64*	10	44*	25	-16	0	-10
CC(=O)c1cccc(NC(=O)c2ccccc2N(C)S(=O)(=O)c2ccc(C)cc2)c1	-20	3.0	-20	15	2	-1	-14	-5	3
Cc1ccc2ncnc(Oc3ncccc3NC(=O)C(C)(C)C)c2c1	1	-0.5	-37	3	2	-3	-11	-4	-4
CCN(CC)CCN1C(=O)c2ccccc2NC1c1ccc(F)cc1 (stereo not given)	5	-0.4	3	-1	3	-6	-15	-7	-11
Cn1cnc2c1c(=O)n(Cc1ccc(Cl)cc1Cl)c(=O)n2C	7	1.2	-5	-6	2	-15	-7	-1	-9
Cc1csc(NC(=O)CSc2nnnn2C)n1	-6	-0.1	10	22	1	8	-9	-1	-9
CN1CCCN(C(=O)CNC(=O)c2ccc(Cl)cc2Cl)CC1	19	0.8	-7	-11	0	-22	-3	-2	-4
CCN1/C(=C/c2ccc3cc(C)cc(C)c3[n+]2CC)Sc2cc(C)ccc21	-11	21*	38	40*	23	55*	/	18*	/
O=c1cc(N2CCCCC2)nc2n1CCCS2	0	-0.8	1	8	3	2	-14	-8	-5
COc1ccccc1CNC(=O)CCCN1C(=O)NC2(CCCC2)C1=O	-12	0.5	-16	7	1	2	/	-3	/
CC(=O)c1c(C)[nH]c(C(=O)Nc2ccc(N3CCCCCC3)cc2)c1C	-2	2.6	37	-9	7	8	/	-3	/
O=C1CCN(Cc2ccccc2)S(=O)(=O)c2c(F)cc(F)cc21	1	-0.4	6	-12	15	-1	-15	-2	1
O=C(COC(=O)c1ccccc1NCCO)NNC(=O)c1cccs1	10	0.9	-1	-5	3	-3	-8	-2	-4
O=C(c1ccc(C#CC2(O)CCCCC2)cc1)N1CCN(C(c2ccccc2)c2ccccc2)CC1	18	0.1	42	-27	4	20	1	-5	-13
O=C(c1cc(-c2ccc(Br)cc2)n[nH]1)N1CCN(C(=O)c2ccccc2Br)CC1	15	3.1	36	-6	13	-7	-8	-1	-11
CCOc1ccc(-c2nnc(N)o2)cc1	9	-0.7	-7	-3	0	-6	1	-4	-12
CCN1CCN(CCOc2cccc(Oc3ccccc3)c2)CC1	17	1.4	-5	-15	4	-11	-13	-6	-17
CCCN(CCC)CCNC(=O)C1CCN(Cc2nc(-c3ccc(Cl)cc3)oc2C)CC1	18	4.3	-5	-8	14	-8	-9	-7	-2
COc1ccc(OCC(O)CN2CCNCC2)cc1 (stereo not given)	3	0.5	-8	-16	-1	-2	/	-1	/
COc1cc(C(=O)OCC2CC(c3ccccc3)=NO2)cc(OC)c1OC (stereo not given)	0	1.6	-11	-9	2	-8	-18	-6	-9
O=C(Nc1ccc(S(=O)(=O)NCc2ccco2)cc1)C1CCCCC1	9	2.6	-8	-8	8	-2	-6	-1	-10
CCCCNC(=O)n1c(=O)oc2ccc(Cl)cc21	9	0.7	-15	-2	9	-4	-6	-4	4
O=C(CN1C(=O)NC2(CCCC2)C1=O)Nc1cc(Cl)ccc1N1CCCCC1	-1	11	-25	-9	-3	0	-29	-3	-5
COc1cc(/C=C/c2ccc3cccc([N+](=O)[O-])c3n2)ccc1OCC#N	11	2.9	37	3	7	0	-9	-4	-1
O=C(Nc1ccc(F)cc1)Nc1ccccc1F	13	7.4	25	-5	8	-4	9	-4	-12
